# Assay outcomes: PubChem BioAssay, National Center for Advancing Translational Sciences (NCATS)
# Fluorescein autfl: fluorescein region autofluorescence | Compound autofluorescence, 480/540 nm, fluorescein-equivalent; hits give high values | 59,000 compounds, 0.91% hits | max fluorescein-equivalent concentration, M; in the data active = max fluorescein-equivalent concentration above about 10 nM; inconclusive = between about 1.1 nM and that limit
#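 Each compound is tested across a concentration series in 100 mM Tris buffer at pH 8.0. After 15 min at room temperature, plates are imaged with 480 nm excitation and 540 nm emission filters, and intensities are converted to fluorescein-equivalent values.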
# Texas Red fluor: Texas Red region autofluorescence; 59,000 compounds, 0.06% hits; max dye-equivalent concentration, M; Compound fluorescence, Texas Red channel, 547/618 nm; hits give high values; in the data active = max dye-equivalent concentration above about 10 nM; inconclusive = between about 1.1 nM and that limit
#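 qHTS profiling of intrinsic compound fluorescence; 100 mM Tris pH 8.0; 15 min RT; ex 547 / em 618 nm; response expressed as Texas Red dye-equivalent concentration from six-point plate standard.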
# Tau fil binding: binders of human tau filaments; P10636; 71,000 compounds, 2% hits; recombinant tau filaments, thioflavin S fluorescence, 15 h; filaments grown with octadecylsulfate alongside compound; Potency, µM (doses to about 57.1 µM), for the others: at the top dose activity change, negative = inhibition;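 also: potency is read from the fitted curve at half-maximal effect; % is scaled to controls: 0 for no effect and ±100 for the full control effect; actives lower thioflavin S fluorescence by blocking filaments or displacing dye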
#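 Recombinant tau protein (human, 1 uM final) plus 30 uM ODS in HEPES pH 7.4 with NaCl, DTT and thioflavine S. Compound present from the start; fluorescence at 510 nm after 15 h, 37 C.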
# USP2a inh: blocks human ubiquitin-specific protease USP2a; O75604; USP2a enzymatic assay, qHTS inhibition; Potency, µM (top dose mostly 38.3 µM), for the others: at the highest dose activity change, negative = inhibition, usual class: inhibitors; 60,000 compounds, 0.1% hits; AID 927;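 also: potency is read from the fitted curve at half-maximal effect; nearly all actives have a fitted effect of over 60% in size; plate controls were DMSO for no effect and NEM full inhibition control for full effect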
#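 USP2 core (20nM final) preincubated 30 min RT with compound, then Ub-PLA2 20nM and NBD C6-HPC 20uM final added; buffer 20mM Tris-HCl pH 8.0, 2mM CaCl2. Fluorescence Ex 460/Em 535 read at 0 and 2.5 h; normalized to NEM.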
# ERK AVP inh: vasopressin-driven ERK pathway inhibition; HEK293-V1b, vasopressin-stimulated pERK AlphaScreen; Potency, µM (titrated, usually from 57.5 µM), inactives show at the highest dose activity, negative = inhibition, hits mostly inhibitors; 72,000 compounds, 0.99% hits; AID 995; also: potency is read from the fitted curve at half-maximal effect; % is scaled to controls: 0 for no effect and ±100 for the full control effect; nearly all actives have a fitted effect of over 55% in size
#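 Phosphorylated ERK1/2 detected via AlphaScreen bead proximity in lysates of V1b-expressing HEK293 cells given 25 nM vasopressin for 5 min after 30 min compound exposure (37 °C). AC50 from Hill equation; basal DMSO 0%, vasopressin 100%.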
# Casp1 inh: allosteric or competitive inhibitors of human caspase-1; P29466; Potency, µM (highest dose often 57.5 µM), for the others: at the top dose activity change, negative = inhibition, hits mostly inhibitors; 75,000 compounds, 0.03% hits; AID 900; Caspase-1 enzyme, Ac-WEHD-AFC fluorogenic rate;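 also: potency is read from the fitted curve at half-maximal effect; plate controls were vehicle for no effect and no substrate for full effect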
# Target sequence (P29466 120-297 limits assumed): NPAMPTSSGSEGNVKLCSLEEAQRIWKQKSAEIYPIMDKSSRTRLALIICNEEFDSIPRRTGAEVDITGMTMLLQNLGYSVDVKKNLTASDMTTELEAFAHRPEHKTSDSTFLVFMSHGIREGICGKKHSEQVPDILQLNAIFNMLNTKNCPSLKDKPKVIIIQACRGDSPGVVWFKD
# Target sequence (P29466 317-404 limits assumed): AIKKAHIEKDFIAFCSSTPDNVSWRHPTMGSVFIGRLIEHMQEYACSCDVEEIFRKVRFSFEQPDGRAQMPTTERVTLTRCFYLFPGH
# HADH2 inhib: inhibitors of human HADH2 dehydrogenase; Q99714; 73,000 compounds, 3.4% hits; AID 886; recombinant HADH2, NADH fluorescence, beta-hydroxybutyryl-CoA; Potency, µM (series often up to 57.1 µM), without a hit: at the top dose activity change, negative = inhibition, actives largely listed as inhibitors; also: potency is read from the fitted curve at half-maximal effect; % is scaled to controls: 0 for no effect and ±100 for the full control effect; nearly all actives have a fitted effect of over 60% in size; many of its hits are not listed in these tables
# Target sequence (Q99714 whole entry, looked up, one chain of several): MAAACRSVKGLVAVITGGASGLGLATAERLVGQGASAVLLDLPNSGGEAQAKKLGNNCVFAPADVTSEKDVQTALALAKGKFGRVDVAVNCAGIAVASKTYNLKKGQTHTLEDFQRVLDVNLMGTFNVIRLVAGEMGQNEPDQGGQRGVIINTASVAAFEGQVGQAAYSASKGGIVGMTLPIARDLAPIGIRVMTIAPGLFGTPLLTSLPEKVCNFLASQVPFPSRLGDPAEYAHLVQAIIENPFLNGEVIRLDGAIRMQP
#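 His-tagged recombinant enzyme from E. coli, 20 nM, preincubated 15 min RT with compound; reaction started with 1 mM NAD+ and 90 uM beta-hydroxybutyryl-CoA in 100 mM Tris-HCl pH 9.0. NADH fluorescence (ex 360/em 450) read over 4 min; last-minus-first difference.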
# HEK293 cAMP ctrl: parental HEK293 cAMP activation (counter-screen); Potency, µM (doses to about 57.1 µM), for inactives: at the top dose activation, most hits filed as activators; parental HEK293 CNG cAMP sensor, membrane potential fluorescence; 73,000 compounds, 2.5% hits; also: potency is read from the fitted curve at half-maximal effect; % of control where 0% means no effect; nearly all actives have a fitted effect of over 55% in size
#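 Parental HEK 293 cells stably expressing a modified CNG channel (no TSHR) report cAMP rise as membrane depolarization. Membrane potential dye with 100 uM RO 20-1724 was loaded for 60 min at room temperature, then compound added for 30 min; fluorescence read at 590 nm.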
# Rhodamine fluor: compound autofluorescence in rhodamine spectral region | Rhodamine-region fluorescence, 547/598 nm, Tris buffer; hits give high values | max dye-equivalent concentration, M | 59,000 compounds, 0.05% hits; in the data active = max dye-equivalent concentration above about 11 nM; inconclusive = between about 1.1 nM and that limit
#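 Steps: pin-transfer compounds into pH 8.0 Tris (100 mM), hold 15 min at room temperature, image with a 547/598 nm filter pair, and convert intensities to rhodamine-equivalent concentration using a six-point on-plate rhodamine series.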
# Caspase-7 inhib: blocks human caspase-7 allosterically or competitively | P55210 | recombinant caspase-7, Ac-DEVD-AFC fluorescence rate | Potency, µM (series often up to 57.5 µM), without a hit: at the top dose activity change, negative = inhibition, most hits filed as inhibitors | 75,000 compounds, 0.02% hits; active = well fitted inhibition curve with a large enough effect in the main read-out, with a control signal flat, not every such curve was filed as active; inconclusive = small, poorly fitted or top-dose-only effect, or a change in a side signal; also: potency is read from the fitted curve at half-maximal effect; % of control where 0% means no effect
# Target sequence (P55210 24-198 limits assumed): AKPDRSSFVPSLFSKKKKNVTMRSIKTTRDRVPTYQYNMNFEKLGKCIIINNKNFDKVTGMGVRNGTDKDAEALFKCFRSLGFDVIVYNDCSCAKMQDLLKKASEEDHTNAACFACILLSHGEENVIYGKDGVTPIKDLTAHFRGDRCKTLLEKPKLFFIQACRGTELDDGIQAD
# Target sequence (P55210 207-303 limits assumed): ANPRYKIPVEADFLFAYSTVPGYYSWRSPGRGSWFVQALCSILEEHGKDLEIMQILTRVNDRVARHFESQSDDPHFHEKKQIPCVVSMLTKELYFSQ
# Luciferase inh: inhibitors of firefly luciferase | P08659 | 72,000 compounds, 2.2% hits | Potency, µM (titrated, usually from 57.1 µM), for inactives: at the top dose activity change, negative = inhibition, usual class: inhibitors | purified firefly luciferase, luminescence, 8 min; also: potency is read from the fitted curve at half-maximal effect; % is scaled to controls: 0 for no effect and ±100 for the full control effect; nearly all actives have a fitted effect of over 40% in size
#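 Here, luciferase activity is measured as luminescence following an 8 min room-temperature reaction at 10 uM ATP, pH 7.2. Every library sample is titrated.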
# Numbers without * were called inactive; i = inactive; ? = inconclusive; · = not tested or not shown; [ ] = remark or other dose. Unless noted, calls follow the shape of the dose curve; as a rule, active = well fitted curve in the direction sought with a large enough effect; inconclusive = small, poorly fitted or top-dose-only effect, or another doubt; inactive = no such curve, though single readings can be large; an effect the other way counts as inactive or inconclusive. Some of the compounds tested; count on the stated rates, not on these rows.
SMILES,Fluorescein autfl,Texas Red fluor,Tau fil binding,USP2a inh,ERK AVP inh,Casp1 inh,HADH2 inhib,HEK293 cAMP ctrl,Rhodamine fluor,Caspase-7 inhib,Luciferase inh
Cc1noc(C)c1C(=O)N1CCC[C@@]2(CCN(c3cccc(-c4ccccc4)c3)C2)C1,i,i,3%,132%[activator],?,-9%,-8%,?,i,-7%,0%[11.4 µM]
Cc1ccc2c(c1)N[C@H](c1ccc(C(=O)O)cc1)c1cccn1-2,i,i,15%[11.4 µM],·,24%[11.5 µM],-10%[11.5 µM],-9%[11.4 µM],0%[11.4 µM],i,-12%[11.5 µM],2%[11.4 µM]
O=C(O)c1cccc(NC(=O)C2CC(=O)N(Cc3ccccc3)C2)c1 (configuration not stated),i,i,8%,-3%,3%,-1%,-3%,7%,i,-1%,-2%
OCCN(Cc1ccccc1)Cc1cccc(F)c1,i,i,-14%,-6%,-3%,0%,4%,-2%,i,0%,2%
O=C(Nc1cccnc1)c1cc2c(ccc3ccccc32)o1,·,·,i,-7%,-9%,-1%,32µM*,0%,·,1%,4µM*
CC(C)c1nc2oc3c(NCC4CCCO4)ncnc3c2c2c1CCC2 (configuration not stated),?,i,58%,35%[activator],?,-1%,32µM*,7%,i,-4%,-1%
CCc1nnc(NC(=O)CSc2nnc(CNc3cccc(C)c3)n2-c2ccccc2)s1,i,i,11%,24%,-21%,-7%,10%,5%,i,-2%,1%
COc1ccc(-c2noc(COc3ccc4c(c3)OCO4)n2)cc1,i,i,74%,-1%,13%,-3%,9%,?,i,-3%,3%
COc1ccc2c(c1)cc1n2CCN2CCCN=C12,i,i,1%,3%,-11%,0%,?,2%,i,0%,3%
O=S(=O)(NCCSc1nnnn1-c1ccccc1)c1cccs1,?,i,5%,5%,-8%,-1%,-5%,7%,i,-1%,-10%
CC1CN(C(=O)c2cc(F)c(F)cc2Cl)CC(C)O1 (configuration not stated),i,i,13%,23%,-21%,-1%,5%,-34%[inhibitor],i,1%,-1%
COc1ccc(C2C(C(=O)c3sc(C)nc3C)=C(O)C(=O)N2CCN2CCOCC2)cc1 (configuration not stated),i,i,6%,3%,-3%,-4%,-13%,5%,i,-4%,3%
COc1ccc(CN(C(=O)CNC(=O)c2ccco2)C(C(=O)NC2CCCC2)c2ccco2)cc1 (configuration not stated),i,i,-10%,14%,-6%,-1%,17%,27%,i,-2%,-3%
Cc1ccc2c(CC(=O)OCn3nnc4ccccc4c3=O)coc2c1,i,i,-2%,16%,-4%,-3%,7%,?,i,-3%,-12%
CC(=O)Oc1c(S(=O)(=O)c2ccc(C)cc2)c(C)nn1C(C)(C)C,i,i,-3%,-17%,42%[activator],1%,-16%,10%,i,2%,2%
Cn1c(=O)c(C(=O)NC2CCCCCCC2)c(O)c2ccccc21,·,·,57%,-7%,30%,-1%,0%,27%,·,0%,-8%
CC1=C(C(=O)OC2CCCCC2)C(c2cccnc2)n2nnnc2N1 (configuration not stated),?,i,-21%,-4%,-3%,-4%,-1%,14%,i,2%,5%
N#CNC(N)=Nc1cccc(Cl)c1,i,?,33%,31%[activator],-3%,0%,3%,-3%,i,-2%,0%
COc1ccc(-c2noc(CN3CCOCC3)n2)cc1OC,i,i,1%,10%,-12%,3%,-1%,2%,i,-1%,0%
COC(=O)CC1NCCNC1=O (configuration not stated),?,i,-5%,-6%,1%,0%,-8%,-2%,i,1%,-1%
O=C(NC1CCS(=O)(=O)C1)c1cn(-c2ccccc2)nc1-c1ccccc1 (configuration not stated),i,i,-7%,21%,-21%,1%,-1%,8%,i,-1%,-21%
Cc1oc(C)c2c(=O)ccc3c(c12)OC(N)=C(C#N)C3c1ccc(F)cc1 (configuration not stated),?,i,142%,31%[activator],-23%,?,?,7%,i,?,-1%
COc1cccc(N=Cc2ccc(O)cc2O)c1,·,·,32µM*,24%,-8%,-3%,?,14%,·,-3%,-2%
c1ccc2[nH]c(SCc3cscn3)nc2c1,i,i,-4%,-4%,6%,-1%,-5%,2%,i,0%,-8%
Cc1cc(N2CCN(C)CC2)nc2ccc(NC(=O)CCC(=O)NCCC3=CCCCC3)cc12,i,i,4%,16%,-16%,-3%,-17%,0%,i,0%,2%
O=[N+]([O-])c1ccc(C2=Nn3c(nnc3-c3ccc(Cl)cc3)SC2)o1,?,?,?,·,16%[11.5 µM],2%[11.5 µM],1%[11.4 µM],-24%[11.4 µM],i,-5%[11.5 µM],5%[11.4 µM]
Cc1ccc(N2C(N)=C(C#N)C(c3cccnc3)C3=C2CC(C)(C)CC3=O)cc1 (configuration not stated),?,i,-12%,-4%,-32%,-4%,-15%,17%,i,-4%,1%
CN(C)C(=O)c1ccc(-c2cncnc2NCc2cccnc2)cc1,i,i,-7%,0%,-15%,1%,11%,?,i,-1%,-2%[2.29 µM]
O=C(c1ccco1)N1CCC2(CC1)CCN(c1ccccc1)CC2,i,i,?,152%[activator],-6%,-1%,7%,-17%,i,-3%,0%[11.4 µM]
CCC1CCCCN1CCCNC(=O)CNC(=O)Cn1ccc2ccccc2c1=O (configuration not stated),?,i,2%,9%,3%,-2%,1%,1%,i,-3%,3%
CCC(C)(C(=O)NC1CCCCC1)N(Cc1ccco1)C(=O)CC1NC(=O)NC1=O (configuration not stated),i,i,-11%,7%,30%,-1%,2%,5%,i,0%,-3%
O=C(c1cc2cc3ccc(Cl)cc3nc2o1)N1CCN(Cc2ccc3c(c2)OCO3)CC1,i,i,4%,6%,9%,2%,4%,?,i,1%,-1%
O=C(O)C1CC=CCC1C(=O)Nc1ccccc1Cl (configuration not stated),?,i,-3%,-3%,16%,-1%,-17%,?,i,-1%,-1%
CC(=O)c1ccc(Cc2cnc(N)s2)cc1,i,i,6%,-8%,-2%,-2%,-9%,?,i,-2%,1%
COc1ccccc1NC(=O)C1CCCN1C(=O)NCc1ccccc1 (configuration not stated),?,i,-6%,4%,-1%,-1%,1%,-1%,i,-1%,-1%
CCCCn1cnc2c(c(CC#N)nn2-c2ccccc2)c1=N,?,i,?,·,-22%[11.5 µM],1%[11.5 µM],10%[11.4 µM],21%[11.4 µM],i,1%[11.5 µM],4%[11.4 µM]
CCOC(=O)N1CCC(N(C(=O)Nc2ccc(CC)cc2)C(C)CC)CC1 (configuration not stated),i,i,2%,18%,-7%,1%,10%,6%,i,-1%,-1%
CCOC(NC(=O)c1ccccc1)C(NC(=O)c1ccccc1)OCC (configuration not stated),i,i,-3%,11%,-5%,-2%,13%,-2%,i,0%,3%
O=C(CCc1nc2ccccc2s1)N1CCN(S(=O)(=O)c2cccs2)CC1,?,i,-7%,18%,-18%,-1%,?,15%,i,-3%,0%
Cc1cc(C(=O)COc2nncc3ccccc23)c(C)n1C,?,i,4%,-6%,?,-2%,-3%,3%,i,-3%,4%
COc1ccc2c(CC(=O)NCc3ccc4c(c3)OCO4)coc2c1,?,i,-2%,32%[activator],-12%,1%,-8%,23%,i,-10%,0%
COc1cc(Cl)c(C)cc1NC(=O)CSc1nnc(-c2ccccn2)n1Cc1ccco1,?,i,4%,-4%,-2%,-1%,-3%,8%,i,-2%,1%
CCn1c(CNC(=O)c2cccc(C)c2)nc2ccccc21,·,·,-5%,·,·,-1%,9%,5%,·,1%,0%
O=C(Nc1nc(-c2cccs2)cs1)c1ccc(S(=O)(=O)N2CCCC2)cc1,?,i,18%,34%[activator],?,?,118%[activator],25%,i,-15%,2%
CC1CCCCC1NC(=O)CCCc1nc2ccccc2c(=O)[nH]1 (configuration not stated),i,i,-5%,3%,-8%,-2%,0%,3%,i,0%,4%
COc1cccc([C@@H]2Oc3ccc(OC)cc3/C(=N/O[C@@H](C)CN3CCCc4nc(C)c(C)cc43)[C@@H]2O)c1,·,·,·,·,-1%[11.5 µM],-5%[11.5 µM],3%[11.4 µM],4µM*,·,-6%[11.5 µM],0%[11.4 µM]

# Some values from the list:
# O=C(c1cc2cc3ccc(Cl)cc3nc2o1)N1CCN(Cc2ccc3c(c2)OCO3)CC1 | USP2a inh: 6%
# CCOC(=O)N1CCC(N(C(=O)Nc2ccc(CC)cc2)C(C)CC)CC1 (configuration not stated) | Casp1 inh: 1%
# O=C(Nc1nc(-c2cccs2)cs1)c1ccc(S(=O)(=O)N2CCCC2)cc1 | Tau fil binding: 18%
